# TEAD-YAP block – TEAD-YAP interaction inhibition; HEK-TIYL cells, TEAD-Gal4/YAP UAS-luciferase luminescence; inhibition, % at 9.12 µM; 1.4% of 640,000 active; AID 1259422; in the data active means inhibition above about 32%;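 further: 0% = median of test compound wells and 100% = reference inhibitor wells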
# FBW7 act – human FBW7 E3 ligase activation, primary screen; Q969H0; AlphaScreen FBW7–phospho-cyclin E peptide binding, activator screen; normalized activity (activation), % at 26.1 µM; 0.13% of 650,000 active; in the data active means normalized activity above about 1.9%;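 further: purified mutant Fbw7 with reduced substrate affinity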
# Target sequence (Q969H0 whole entry, looked up): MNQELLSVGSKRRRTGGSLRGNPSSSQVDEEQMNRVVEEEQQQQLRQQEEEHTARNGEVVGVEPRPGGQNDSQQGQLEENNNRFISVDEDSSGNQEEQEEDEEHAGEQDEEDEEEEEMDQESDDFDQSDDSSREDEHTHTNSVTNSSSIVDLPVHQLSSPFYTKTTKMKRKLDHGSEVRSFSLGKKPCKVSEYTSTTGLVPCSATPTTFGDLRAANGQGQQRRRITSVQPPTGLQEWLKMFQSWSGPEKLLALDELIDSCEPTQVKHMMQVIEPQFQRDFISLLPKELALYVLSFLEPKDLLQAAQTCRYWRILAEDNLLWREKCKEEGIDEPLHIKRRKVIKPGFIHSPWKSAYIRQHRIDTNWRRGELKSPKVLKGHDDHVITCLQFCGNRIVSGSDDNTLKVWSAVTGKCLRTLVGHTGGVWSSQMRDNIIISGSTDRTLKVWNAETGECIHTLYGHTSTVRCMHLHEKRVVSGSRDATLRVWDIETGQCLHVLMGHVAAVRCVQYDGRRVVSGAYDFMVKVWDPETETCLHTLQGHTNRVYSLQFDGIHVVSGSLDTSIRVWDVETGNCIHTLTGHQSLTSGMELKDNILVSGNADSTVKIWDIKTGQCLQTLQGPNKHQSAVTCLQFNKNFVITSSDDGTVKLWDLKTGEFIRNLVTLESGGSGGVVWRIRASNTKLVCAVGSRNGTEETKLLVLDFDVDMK
# MITF primary – blocks human microphthalmia-associated transcription factor | inhibition, % at 2.6 µM | AlphaScreen MITF homodimerization, bead proximity signal | 0.91% of 650,000 active | O75030; in the data active means inhibition above about 50%;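 further: 0% = vehicle wells with protein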
# GPR151 ag – human GPR151 activation. Q8TDV0. activation, % at 11.2 µM. PathHunter beta-arrestin GPR151 cells, luminescence. 1% of 650,000 active; in the data active means activation above about 4.9%;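 further: 0% = median of compound wells and 100% = cells with positive control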
# Target sequence (Q8TDV0 whole entry, looked up): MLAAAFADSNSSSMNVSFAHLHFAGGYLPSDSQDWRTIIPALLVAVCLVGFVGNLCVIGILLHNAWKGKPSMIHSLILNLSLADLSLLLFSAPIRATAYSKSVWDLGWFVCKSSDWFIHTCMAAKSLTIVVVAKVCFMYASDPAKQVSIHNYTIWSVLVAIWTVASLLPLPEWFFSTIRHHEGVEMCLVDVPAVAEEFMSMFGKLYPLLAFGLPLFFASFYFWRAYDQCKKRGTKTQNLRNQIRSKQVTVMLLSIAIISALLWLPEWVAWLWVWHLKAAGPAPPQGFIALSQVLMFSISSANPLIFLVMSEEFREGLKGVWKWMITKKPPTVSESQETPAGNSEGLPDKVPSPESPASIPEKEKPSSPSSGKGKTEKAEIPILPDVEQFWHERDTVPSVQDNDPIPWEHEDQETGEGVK
# * = called active by the depositor.
# Results follow in this order: TEAD-YAP block, FBW7 act, MITF primary, GPR151 ag
Cc1ccc(C(=O)N2CCC3(CCC(CNC(=O)c4ccccn4)O3)CC2)cc1C (stereo not given)
 : 11, 0.1, 14, -0.8
COc1ccc(C(=O)CCN2CCCC2)cc1
 : 1, 0.0, -14, 2.3
O=C(CSc1nc2c(c(=O)n1-c1ccc(Br)cc1)SCC2)Nc1ccccc1C(F)(F)F
 : -2, -0.2, -2, 0.3
CC(C)(C)c1ccc(N2C(=O)CC(Sc3ccccc3N)C2=O)cc1 (stereo not given)
 : -11, 0.0, -7, -0.3
CCOC(Cn1c2ccccc2c2ccccc21)OCC
 : 3, -0.1, -4, -0.7
Cc1cc2ncn(-c3ccc(S(=O)(=O)N4CCCC4)cc3[N+](=O)[O-])c2cc1C
 : 13, -0.1, -4, 0.1
Cc1cc(C(=O)Cn2c(C(C)O)nc3ccccc32)c(C)n1Cc1cccs1 (stereo not given)
 : -9, -0.2, -13, 0.8
CS(=O)(=O)N1CCN(c2ccccc2NC(=S)NC(=O)c2cccs2)CC1
 : 6, -0.1, 3, -0.1
Cc1cc(=O)oc2cc(NC(=O)CCCC(=O)O)ccc12
 : -7, 0.0, 8, 4.6
O=C(O)c1ccc(N=Cc2c(O)n(-c3ccccc3)c(=O)[nH]c2=O)cc1
 : -8, -0.1, 8, 0.2
CC(=O)NS(=O)(=O)c1ccc(NC(=O)c2ccccc2Cl)cc1
 : -15, -0.1, 7, -1.2
O=C(c1cn(C[C@H]2CCCNC2)nn1)N1CCOCC1
 : 0, -0.1, 6, -1.1
CN1CCN(C(=O)c2nn3c(c2Cl)NC(c2ccc(Br)cc2)CC3C(F)(F)F)CC1 (stereo not given)
 : -6, -0.1, 4, 1.7
C=CCNC(=O)CSc1nnnn1-c1cccc(C)c1
 : 6, 0.0, -2, 0.9
CCOC(=O)N1CCN(C(=O)CN(c2ccc(Cl)c(C(F)(F)F)c2)S(=O)(=O)c2ccccc2)CC1
 : 7, 0.9, -1, -1.0
O=C(NCc1ccc(F)cc1)C1CCN(C(=O)c2sccc2-n2cccc2)CC1
 : 3, -0.1, 12, -0.2
COCCSc1ccccc1C(=O)Nc1ccc(Cl)cn1
 : 2, -0.1, 5, 1.9
CN(Cc1ccccc1)S(=O)(=O)c1ccc(NC(=O)c2ccccc2Cl)cc1
 : -3, 0.8, 8, 2.3
CCOc1ccc(CN2CCN(Cc3cc(OC)c(O)c(OC)c3)CC2)cc1
 : -14, 0.0, 56*, 3.3
CCC(=O)Nc1ccc(S(=O)(=O)N2CCN(c3cccc(Cl)c3)CC2)cc1
 : -2, 0.3, -5, 1.3

# Continued, overlapping the part above by seven compounds.
# Results follow in this order: TEAD-YAP block, FBW7 act, MITF primary, GPR151 ag
C=CCNC(=O)CSc1nnnn1-c1cccc(C)c1
 : 6, 0.0, -2, 0.9
CCOC(=O)N1CCN(C(=O)CN(c2ccc(Cl)c(C(F)(F)F)c2)S(=O)(=O)c2ccccc2)CC1
 : 7, 0.9, -1, -1.0
O=C(NCc1ccc(F)cc1)C1CCN(C(=O)c2sccc2-n2cccc2)CC1
 : 3, -0.1, 12, -0.2
COCCSc1ccccc1C(=O)Nc1ccc(Cl)cn1
 : 2, -0.1, 5, 1.9
CN(Cc1ccccc1)S(=O)(=O)c1ccc(NC(=O)c2ccccc2Cl)cc1
 : -3, 0.8, 8, 2.3
CCOc1ccc(CN2CCN(Cc3cc(OC)c(O)c(OC)c3)CC2)cc1
 : -14, 0.0, 56*, 3.3
CCC(=O)Nc1ccc(S(=O)(=O)N2CCN(c3cccc(Cl)c3)CC2)cc1
 : -2, 0.3, -5, 1.3
Cc1cccc(-n2c(C)c(C)c3c(N)ncnc32)c1
 : -4, -0.2, -2, 2.9
CC(C)CCNC(=O)[C@H](CC(C)C)NC(=O)[C@H]1O[C@@H]1C(=O)O
 : 2, 0.0, 13, -0.5
COc1ccc(O)c(/C=N/N=C2/C(=O)Nc3ccccc32)c1
 : 9, 0.0, 15, 6.6*
Cc1ccc(S(=O)(=O)NCCSc2nnnn2-c2ccc(C(N)=O)cc2)cc1
 : 8, -0.1, 2, -0.2
OC(COc1ccc(CNCc2cccnc2)cc1)CN1CCc2ccccc2C1 (stereo not given)
 : -6, 0.0, -17, 0.5
Cc1cc2cc3c(cc2nc1SCCN1CCOCC1)OCO3
 : -2, -0.1, -2, -0.9
CN(C)NC(=O)C12CCC(C)(C(=O)O1)C2(C)C (stereo not given)
 : -3, 0.1, -7, 0.0
COc1cccc(C2=NS(=O)(=O)N(C)C(C(=O)N3CCC(C)CC3)=C2)c1
 : 4, 0.0, -4, 0.0
COc1ccc(-c2nnc(SCC(=O)N3CCCc4ccccc43)n2-c2ccccc2)cc1
 : -43, 0.3, 12, -0.3
Oc1cccc(N=Cc2ccc(N3CCOCC3)cc2)c1
 : -9, -0.1, -15, -1.1
O=C(Nc1c2c(nn1-c1ccc(F)cc1)CS(=O)C2)c1ccc(Br)o1 (stereo not given)
 : -7, 0.1, -10, -1.8
CC(C)CN1CCN(Cc2cccn2-c2ccc(Cl)cn2)CC1CCO (stereo not given)
 : 1, 0.1, 9, 0.1
CCC(NS(=O)(=O)c1cc(Cl)ccc1Cl)C12CC3CC(CC(C3)C1)C2 (stereo not given)
 : -5, 0.1, 5, -0.3
CN(C)C(=O)c1cc([N+](=O)[O-])ccc1O
 : 0, 0.1, 7, 0.0
COc1ccc(C2CC(=O)C3=C(C2)NC(C)=C(C(=O)OCC(C)C)C3c2cccc([N+](=O)[O-])c2)cc1 (stereo not given)
 : 4, 0.1, -9, 1.5
CC(C)CCNC(=O)CSc1nnc2c3ccccc3n(C)c2n1
 : -1, -0.1, 2, 0.1
CC(=O)N1CCN(C(=O)c2cncc(Br)c2)CC1
 : 10, 0.1, 8, 2.2
CS(=O)(=O)Nc1ccccc1C(=O)NCCSCc1ccccc1
 : 9, 0.3, 17, 0.6
O=C(CN1C(=O)S/C(=C\c2ccc(Br)cc2)C1=O)Nc1ccccc1F
 : -1, 0.1, 11, 1.3
CC(C)[C@H]1NC(=O)[C@@H]2C[C@H](NCc3ccccc3)CN2C1=O
 : -10, -0.1, -14, -0.5

# Arranged by count of non-hydrogen atoms (smallest number first): three of the compounds above
# Results follow in this order: TEAD-YAP block, FBW7 act, MITF primary, GPR151 ag
CN(C)C(=O)c1cc([N+](=O)[O-])ccc1O
 : 0, 0.1, 7, 0.0
CC(C)CCNC(=O)[C@H](CC(C)C)NC(=O)[C@H]1O[C@@H]1C(=O)O
 : 2, 0.0, 13, -0.5
O=C(CN1C(=O)S/C(=C\c2ccc(Br)cc2)C1=O)Nc1ccccc1F
 : -1, 0.1, 11, 1.3

# The results go on.
# Results follow in this order: TEAD-YAP block, FBW7 act, MITF primary, GPR151 ag
Cc1ccc(-n2cc(C(=O)NCc3cccnc3)c3ccccc3c2=O)cc1C
 : -5, -0.1, 2, 0.8
COc1cc(/C=C/C(=O)OCC(=O)NNC(=O)c2ccc(F)cc2)ccc1O
 : 5, 0.1, -4, 3.2
CCC(c1nnnn1CC1CCCO1)N1CCN(c2ccc(OC)cc2)CC1 (stereo not given)
 : 1, 0.0, -5, 2.1
C=CCOC(=O)C1=C(C)NC(SCC(=O)Nc2cccc(Cl)c2C)=C(C#N)C1c1cccs1 (stereo not given)
 : -10, 0.0, -10, 1.2
Clc1ccc(CNCC2CCCO2)cc1 (stereo not given)
 : -6, 0.1, -3, 0.2
CCOC(=O)c1c(NC(C)=O)[nH]c2ccc(OC)cc12
 : 0, 0.1, 13, 0.2
CCOC(=O)C1CCCN(c2c(NCCc3ccc(S(N)(=O)=O)cc3)c(=O)c2=O)C1 (stereo not given)
 : 3, 0.1, 3, 0.1
CC(=O)Nc1cccc(NC(=O)CSc2ncnc3c2nnn3-c2ccc(F)cc2)c1
 : 7, 0.0, -1, 0.3
Nc1nnnn1CC(=O)Nc1ccc([N+](=O)[O-])cc1
 : 3, 0.2, -9, 0.8
COc1ccc(CNc2nccn3c(-c4cccc(CO)c4)cnc23)cc1
 : -28, -0.7, -16, 0.2
COc1ccc(N(CC(=O)N2CCOCC2)S(=O)(=O)c2ccc(C)cc2)cc1OC
 : 0, 0.1, 13, -0.5
CCOC(=O)C1(CCOC)CCN(C2CCSC2)CC1 (stereo not given)
 : 2, 0.1, 11, 2.0
Cc1noc(C)c1CN1C(=O)C(C)Oc2ccc(-c3ccccc3)cc21 (stereo not given)
 : -1, 0.0, 13, 1.1
Cn1nccc1Nc1cccc(C(=O)NCc2ccccc2)n1
 : -9, -0.1, 5, 0.4
CN(C)CCCOc1ccc(-c2cnc3c(n2)[nH]c(=O)n3Cc2ccc(F)cc2)cn1
 : 0, 0.2, -15, 2.8
COc1cccc(CC2(C3CCN(CC4CC=CCC4)CC3)NC(=O)N(C)C2=O)c1 (stereo not given)
 : 3, -0.1, 4, -0.3
O=C(CCCn1nnc2ccccc2c1=O)N1CCN(c2ccccn2)CC1
 : -11, 0.0, -19, 2.7
O=C1N(CC2CC2)CCN1c1ccc(F)c(Cl)c1
 : -61, -0.1, 6, -4.3
O=C(N/N=C\C=N\NC(=O)c1ccncc1)c1ccncc1
 : 0, -0.1, -2, 0.9
Cc1ccc2oc(-c3ccc(NC(=O)c4ccc(C)c(C)c4)cc3)nc2c1
 : 3, 0.0, 11, 0.6

# Continuation:
# Results follow in this order: TEAD-YAP block, FBW7 act, MITF primary, GPR151 ag
CCOC(=O)CSc1nc2ccccc2c(=O)n1CCN1CCOCC1
 : -1, 0.1, 20, 1.5
COc1ccc(Cl)c2sc(NC(=O)c3ccccc3F)nc12
 : -2, 0.2, 22, 1.2
CN(C)CCNc1ccc2ncc(-c3ccccc3F)n2n1
 : 14, 0.1, 13, 0.4
CC(C)CC(c1nnnn1Cc1ccco1)N1CCC(C(N)=O)CC1 (stereo not given)
 : 11, 0.2, 11, -0.5
Cc1noc(-c2ccc(NC(=O)Cc3ccccc3)cc2)n1
 : -27, 0.0, -6, -2.1
COc1ccc(C(=O)CN2CCC(N3CCCCC3)CC2)cc1
 : 3, -0.1, 6, 1.2
Cc1cccc(C)c1Nc1nnc(SCC(=O)NC(=O)c2cccn2C)s1
 : 3, -0.1, 1, -0.1
COCCNC(=O)CCC1CCN(Cc2ccc(F)cc2F)CC1
 : -2, -0.2, 3, 0.2
O=c1c2ccccc2nc(SCc2ccc(F)cc2)n1-c1ccc(F)cc1
 : -1, -0.3, -1, 0.5
CN1CCOCCOCCN(C)CCOCC1
 : 8, 0.0, 6, 1.5
CCOC(=O)C1C(=O)C=C(c2cccs2)CC1c1cccs1 (stereo not given)
 : -8, -0.1, 0, 0.0
CCOC(=O)c1c(NC(=O)CSc2nnc(CNC(=O)c3cccs3)n2Cc2ccccc2)sc2c1CCCC2
 : 3, 0.1, 4, -1.5
CN(Cc1ccc(Br)cc1)C(=O)CCN1C(=O)c2cccc([N+](=O)[O-])c2C1=O
 : -5, 0.0, -4, -2.3
CCCOc1ccc(N2C(=O)C=CC2=O)cc1
 : 10, 0.4, -4, 0.8
Cc1cccc(-c2noc(Cc3ccc(Cl)cc3)n2)c1
 : -16, 0.0, 1, 0.4
O=C(Nc1ccc2oc(-c3ccc(F)cc3Cl)nc2c1)c1ccccc1I
 : -7, 0.0, 3, 0.4
COc1cc(OC)cc(C(=O)NCc2nnc(SCC(=O)N3CCc4ccccc43)n2-c2cc(OC)ccc2OC)c1
 : 2, 0.0, 9, -0.9
CC(C)CCC[C@@H](C)[C@H]1CC[C@H]2[C@@H]3CC=C4C[C@H](O)CC[C@]4(C)[C@H]3CC[C@]12C
 : -56, -0.1, -12, -1.6
CC(=O)C1=C(C)NC(SCC(=O)c2ccc(Cl)cc2Cl)=C(C#N)C1c1sccc1C (stereo not given)
 : 4, 0.5, -3, -0.2
COc1cccc(NC(=O)NCC(c2ccsc2)N2CCOCC2)c1OC (stereo not given)
 : 5, -0.1, 0, 1.1

# The listing continues.
# Results follow in this order: TEAD-YAP block, FBW7 act, MITF primary, GPR151 ag
COc1ccc(/C=C(\NC(=O)c2ccccc2)C(=O)NCCCn2ccnc2)cc1
 : 3, -0.6, 11, 0.5
Cc1cccc(-n2nc3c(c2NC(=O)COc2ccc(Cl)cc2Cl)CS(=O)(=O)C3)c1C
 : 2, 0.1, -12, -1.3
On1cc(Cl)cc(Cl)c1=NCCCN1CCOCC1
 : -4, 0.1, 4, -1.0
O=C(NNC(=S)NCc1ccco1)c1cc(Cl)c(O)c(Cl)c1
 : 7, -0.3, 15, 0.2
COc1ccc(/C=N/Nc2cc(-n3nc(C)cc3C)ncn2)cc1
 : -6, 0.6, 23, -0.8
CC(CCc1ccc(O)cc1)NCC(O)c1ccc(O)cc1 (stereo not given)
 : -7, -0.1, 4, 1.4
O=C(/C=C/c1ccccc1)C1=C(O)C(=O)N(CCO)C1c1ccc(F)cc1 (stereo not given)
 : -5, 0.0, 0, 1.1
Cc1cc(NS(=O)(=O)c2ccc3[nH]c(=O)c(=O)[nH]c3c2)ccc1Br
 : 4, 0.1, 37, -0.2
Cc1c(C(=O)Nc2ccc(C(F)(F)F)cc2)cccc1[N+](=O)[O-]
 : -9, 0.0, -1, -0.4
C=CCNC(=O)CSc1nnc(-c2ccoc2C)n1-c1ccccc1CC
 : -47, 0.0, 0, -6.3
Cc1ccc(Nc2cc(N3CCOCC3)c3nonc3c2[N+](=O)[O-])c(C)c1
 : 3, 0.9, 5, 0.0
COc1ccc(NC(=O)c2ccccc2Oc2ccccc2)c([N+](=O)[O-])c1
 : -1, 0.1, -19, 0.2
COCCNC(=O)c1cccn2c(=O)c3cc(Cl)ccc3nc12
 : -8, 0.1, -10, -0.3
CC(=O)Nc1ccc(S(=O)(=O)Nc2ccccc2C#N)cc1
 : 7, 0.1, 0, 0.8
COc1ccc(NC(=O)Cc2ccccc2OC)cc1Cl
 : 0, -0.2, 2, 0.4

# Screening data: PubChem, The Scripps Research Institute Molecular Screening Center
